# Screening results (PubChem BioAssay)
# Polio RdRp inh: poliovirus RNA polymerase inhibition | P03300 | AID 588519 | 150,000 compounds, 0.66% hits | % elongation, % (compound at 16.7 µg/mL) | poliovirus polymerase elongation, fluorescence polarization; hits give low values; in the data active means % elongation below about 90%; further: some results filed as inactive read as strong as hits
# Target sequence (P03300 1749-2209 limits assumed): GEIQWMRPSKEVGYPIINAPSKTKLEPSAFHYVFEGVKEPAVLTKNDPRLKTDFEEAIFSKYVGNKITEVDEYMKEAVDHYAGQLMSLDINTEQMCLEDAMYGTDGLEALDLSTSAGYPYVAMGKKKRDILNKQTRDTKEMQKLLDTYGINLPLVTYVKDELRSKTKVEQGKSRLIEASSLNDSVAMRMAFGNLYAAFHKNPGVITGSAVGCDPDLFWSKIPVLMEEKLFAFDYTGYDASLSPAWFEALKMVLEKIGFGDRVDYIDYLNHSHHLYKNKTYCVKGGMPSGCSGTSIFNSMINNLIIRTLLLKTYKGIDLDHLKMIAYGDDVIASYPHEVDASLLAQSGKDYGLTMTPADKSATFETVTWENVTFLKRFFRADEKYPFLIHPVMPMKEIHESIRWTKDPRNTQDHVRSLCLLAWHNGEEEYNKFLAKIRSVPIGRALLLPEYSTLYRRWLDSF
# Polio RdRp inh FP z-score: recorded beside Polio RdRp inh, whose call it bears; z-score; measured here: FP z-score; hits read low
# * hit, by the source's call; & = joins results of further samples. This is a subset, so the mix of outcomes need not match the whole.
# The opening 15 compounds, ahead of the listing:
SMILES,Polio RdRp inh,Polio RdRp inh FP z-score
COc1cc(OC)cc(C(=O)Nc2cccc(-c3cn4ccsc4n3)c2)c1,102,-1.3
CC(=O)Nc1nonc1NC(C)=O,100,-0.7
O=C(c1ccc[nH]1)c1cc2cc(Br)ccc2o1,114,1.4
O=C(Nc1ccc(Br)cc1)C(Cc1ccccc1)NS(=O)(=O)c1cccc2nsnc12 (centres undefined),107,0.7
O=C(O)c1ccccc1C1=Nc2ccc(O)cc2Oc2cc(O)ccc21,78,-4.3
CN(C)CCN(Cc1ccccc1)Cc1c(F)cccc1Cl,101,0.3
Cc1csc2nc(COC(=O)CSc3ccccc3)cc(=O)n12,105,1.9
COc1ccccc1Nc1nn2c(=O)c3ccc(C(=O)NCCCOC(C)C)cc3nc2s1,110,0.4
CCc1ccc(S(=O)(=O)c2cn(C)c3cc(N4CCOCC4)c(F)cc3c2=O)cc1,102,-1.2
CCCCNC(=O)Cn1c(=S)[nH]c2c([nH]c3ccc(OC)cc32)c1=O,99,-0.9
OC(CN1CCN(c2nc3ccccc3s2)CC1)c1ccc(Cl)cc1 (centres undefined),101,-0.1
COc1ccc(NC(=O)CSC2=Nc3ccccc3C3=NC(CCC(=O)NCCc4ccccc4)C(=O)N23)cc1 (centres undefined),105,-0.5
O=C(Nc1cccc(C(F)(F)F)c1)C1CC(c2ccccc2O)=NO1 (centres undefined),99,-0.3
Cc1ccc(S(=O)(=O)c2nc(-c3cccs3)oc2SC(C)C)cc1,108,1
CC1(C)Cc2nc3sc4c(NCC5CCCO5)ncnc4c3cc2CO1 (centres undefined),101,0

# Results, repeating the preview:
SMILES,Polio RdRp inh,Polio RdRp inh FP z-score
COc1cc(OC)cc(C(=O)Nc2cccc(-c3cn4ccsc4n3)c2)c1,102,-1.3
CC(=O)Nc1nonc1NC(C)=O,100,-0.7
O=C(c1ccc[nH]1)c1cc2cc(Br)ccc2o1,114,1.4
O=C(Nc1ccc(Br)cc1)C(Cc1ccccc1)NS(=O)(=O)c1cccc2nsnc12 (centres undefined),107,0.7
O=C(O)c1ccccc1C1=Nc2ccc(O)cc2Oc2cc(O)ccc21,78,-4.3
CN(C)CCN(Cc1ccccc1)Cc1c(F)cccc1Cl,101,0.3
Cc1csc2nc(COC(=O)CSc3ccccc3)cc(=O)n12,105,1.9
COc1ccccc1Nc1nn2c(=O)c3ccc(C(=O)NCCCOC(C)C)cc3nc2s1,110,0.4
CCc1ccc(S(=O)(=O)c2cn(C)c3cc(N4CCOCC4)c(F)cc3c2=O)cc1,102,-1.2
CCCCNC(=O)Cn1c(=S)[nH]c2c([nH]c3ccc(OC)cc32)c1=O,99,-0.9
OC(CN1CCN(c2nc3ccccc3s2)CC1)c1ccc(Cl)cc1 (centres undefined),101,-0.1
COc1ccc(NC(=O)CSC2=Nc3ccccc3C3=NC(CCC(=O)NCCc4ccccc4)C(=O)N23)cc1 (centres undefined),105,-0.5
O=C(Nc1cccc(C(F)(F)F)c1)C1CC(c2ccccc2O)=NO1 (centres undefined),99,-0.3
Cc1ccc(S(=O)(=O)c2nc(-c3cccs3)oc2SC(C)C)cc1,108,1
CC1(C)Cc2nc3sc4c(NCC5CCCO5)ncnc4c3cc2CO1 (centres undefined),101,0
CNc1nc(OC)cc(OC)n1,108,0.3
COc1ccc(-n2c(Sc3ncccn3)nc3ccccc3c2=O)cc1OC,103,0
O=S(=O)(NCC(c1ccco1)S(=O)(=O)c1cccs1)c1ccc(Cl)cc1 (centres undefined),111,1
CCCCSC1=NS(=O)(=O)c2ccccc2N1CCCC,99,-0.7
O=C(OCC(=O)c1cccs1)c1ccc2c(c1)S(=O)(=O)c1ccccc1C2=O,109,1.3
CN(Cc1ccccc1)C(=O)CSc1nnc(-c2cccc(Cl)c2)o1,110,0.3
Cc1ccc(N(CC#N)C(=O)Cn2cc[n+](C)c2)cc1,99,-1.2
COc1ccc(-n2cccc2CO)cc1,101,-0.3
CCOC(=O)c1c(N/C=C(\C#N)c2nc(-c3cccs3)cs2)sc2c1CCC2,95,-2.3
CC(C)C(=O)NN=C1CCC(=NNC(=O)C(C)C)CC1,100,-0.4

# The results go on:
SMILES,Polio RdRp inh,Polio RdRp inh FP z-score
CC(Oc1ccc2oc3ccccc3c2c1)C(=O)NC(N)=O (centres undefined),101,-0.2
O=C(Nc1cccnc1)C(Cc1ccccc1)N1C(=O)c2ccccc2C1=O (centres undefined),100,-0.2
CN(C)C(=O)CSc1ccccc1C(=O)OCC(=O)NC1(C#N)CCCC1,104,0.1
Cc1cnc(C(=O)OCC(=O)N2CC3(C)CC2CC(C)(C)C3)cn1 (centres undefined),98,-0.3
COC(=O)CNC(=O)c1cc2c(=O)[nH]c3ccccc3c2s1,102,0.3
COc1ccccc1OCCn1cc(C(=O)c2cccs2)c2ccccc21,100,-0.7
Brc1ccc(-c2cnc(-c3ccccc3)o2)cc1,108,0.1
CCOC(=O)c1cc(OC(=O)c2cccnc2)n(-c2ccccc2)n1,103,0.8
COc1cccc(N2CC(NC(=O)COc3ccc4ccccc4c3)CC2=O)c1 (centres undefined),110,0.8
CC(=O)N1C(=O)C2(OCCO2)c2ccccc21,102,0.3
CCN1CCN(CCCNC(=O)CS(=O)(=O)Cc2nc(-c3ccccc3C)oc2C)CC1,103,-0.3
Cc1ccc(NC(=O)CCc2nnc3ccc(NC4CCCC4)nn23)cc1,102,0.3
CCCn1c(C)cc(C(=O)COC(=O)c2ccc(S(C)(=O)=O)cc2)c1C,103,-0.2
CC1CCN(C(=O)CCNS(=O)(=O)c2ccc3c(c2)c(=O)n(C)c(=O)n3C)CC1,99,-0.1
Cc1nn(CC(=O)NC2CCCCCC2)c(=O)c2nn(-c3ccccc3)c(C)c12,102,0
COc1ccc(NC(=O)Cn2cnc3c(nc4n3CCCCC4)c2=O)c(OC)c1,103,-0.8
COc1cc(C(F)(F)F)nc2ccc(C#CCOC(=O)c3ccccc3)cc12,106,0.4
CC(OC(=O)c1ccc2c(c1)S(=O)(=O)N=C1CCCCCN12)C(=O)NC1CC1 (centres undefined),105,0.4
COc1ccc(CCNC(=O)Cc2c(C)c3cc(OC)c(OC)cc3oc2=O)cc1,101,-1.3
CCSc1nc2c(c(=O)[nH]1)C(C(C)C)C(C#N)=C(N)O2 (centres undefined),101,-0.2
CCCn1c2ccccc2c2cnn(CC(=O)N(C)c3ccccc3CC)c(=O)c21,101,-1.1
COC(=O)c1c(-c2ccc(Cl)cc2)noc1N1CCN(c2ccc(F)cc2)CC1,110,0.7
O=C1CSC(=O)N1CCN=Cc1c(O)n(Cc2ccccc2)c(=O)c2ccccc12,122,1.4
c1ccc(C2=Nn3c(nnc3-c3cnccn3)SC2)cc1,101,-0.4
CCCn1c(-c2ccc(F)cc2)cnc1SCC(=O)N1CCCCC1C (centres undefined),103,0.4

# (further entries)
SMILES,Polio RdRp inh,Polio RdRp inh FP z-score
CCOc1ccc2c(c1)s/c(=N/C(=O)Nc1ccc(OC)cc1)n2C,103,0.9
CC(C)CN(CC(C)C)c1nc(N)c(C#N)c(CC#N)c1C#N,104,0.3
CCOC(=O)c1c(C)oc2cc(Br)c(O)c(CN(C)C)c12,104,0.5
COc1cc(-c2cc(C#N)on2)ccc1OCc1ccccc1,105,0.2
COc1ccc(NC(=O)c2nc3nc(C)cc(C(F)F)n3n2)c(C)c1,101,-0.6
Cc1cc(NC(=O)c2sc3nc4c(cc3c2N)C2CCN4CC2)no1,102,-0.1
Cc1ccc(-n2nnnc2CNC(=O)C(C)C)cc1C,121,2.8
Cc1nn2c(=O)/c(=C/c3ccccc3)sc2nc1=O,103,0.3
COC(=O)c1scc(C)c1NS(=O)(=O)c1ccc2c(c1)CCO2,105,0.5
CCOC(=O)NC(=S)Nc1ccc(F)cc1F,104,0.9
CCCc1nc(SCC(=O)N2CCCC2)c2ccccc2n1,100,-0.7
O=C1CCC(C(=O)N=c2sccn2Cc2ccc(Cl)cc2Cl)=NN1,109,0.7
O=C(Nc1ccc2c(c1)oc1ccccc12)C1CC1,101,-0.1
CCNc1ccc(C(=O)O)cc1N,92,-0.7
O=C(O)c1cc(C(=O)O)cc(N2C(=O)c3ccccc3C2=O)c1,102,0.1
Nc1c(C(=O)c2ccco2)oc2ccccc12,97,-0.2
O=S(=O)(Nc1ncccn1)c1ccccc1,101,-0.2
COc1ccc(OC)c(NS(=O)(=O)c2cc3c(cc2Cl)N(C(C)=O)CCO3)c1,109,0.6
CC1OCN(c2ccc(OC(F)(F)F)cc2)Cn2c1nc1ccc(Cl)cc12 (centres undefined),102,-0.1
CC(C)NC(=O)CN1CCN(Cc2c(O)ccc3cc(Br)ccc23)CC1,95,-0.6
Cc1ccc2c(c1)N(C(C)C(=O)NCc1ccc3c(c1)OCO3)C(=O)CO2 (centres undefined),103,0.4
CNS(=O)(=O)c1cn(CC(=O)Nc2cccc(OC)c2)cc1S(=O)(=O)NC,101,-0.3
CCc1cc(=O)oc2cc(C)c3c(-c4ccccc4)coc3c12,102,0.1
CC(C)NC(=O)C(C)Oc1ccc(S(N)(=O)=O)cc1 (centres undefined),104,0.8
CCc1nc2n(n1)C(c1ccc3c(c1)OCO3)C(C(=O)Nc1ccccc1OC)=C(C)N2 (centres undefined),102,0

# Brought forward from above: two compounds, then new ones.
SMILES,Polio RdRp inh,Polio RdRp inh FP z-score
CC(C)NC(=O)C(C)Oc1ccc(S(N)(=O)=O)cc1 (centres undefined),104,0.8
CCc1nc2n(n1)C(c1ccc3c(c1)OCO3)C(C(=O)Nc1ccccc1OC)=C(C)N2 (centres undefined),102,0
c1ccc2c3c([nH]c2c1)C1C2CCC(C4CCCNC42)N1CC3 (centres undefined),100,0.1
O=C(c1cn(-c2ccc(F)cc2F)c(=O)c2ccccc12)N1CCN(c2ccccc2)CC1,103,0.3
Clc1ccc(CSC(Cn2ccnc2)c2ccc(Cl)cc2Cl)cc1 (centres undefined),99&99,-0.1&-0.2
CCOC(=O)CN=C(c1ccccc1)c1ccccc1,101,-0.2
CN(c1ccccc1C(N)=O)S(=O)(=O)c1ccccc1,104,1.2
O=C(CSc1nc2ccc(N3C(=O)c4ccccc4C3=O)cc2s1)c1ccccc1,104,0.4
CCC(C)NC(=O)CCC(=O)NNc1nc2ccccc2c2nc(C)nn12 (centres undefined),36*,-7.2*
CC1CCN(S(=O)(=O)c2ccc3c(ccc(=O)n3CC(=O)NCc3ccccc3)c2)CC1,110,0.6
Oc1c(C(c2ccccc2F)N2CCCC2)sc2nc(-c3ccco3)nn12 (centres undefined),108,0.5
CCC(C)c1ccc(NC(=S)N2CCN(S(C)(=O)=O)CC2)cc1 (centres undefined),102,0.4
CC(C)=C1C2C=CC1C1C(=O)N(c3ccccc3)C(=O)C21 (centres undefined),99,-0.3
COc1ccc(NC(=O)Cn2c(=O)ccc3cc(S(=O)(=O)N4CCCC4)ccc32)cc1Cl,105,-0.5
CCC(=O)Nn1cnc2c(cnn2-c2ccccc2)c1=O,97,-0.1
CCCN(CCC)C(=O)c1noc2c1CC(C)CC2 (centres undefined),105,0.5
CCNC(=O)CCSc1nc(C)cc(C)n1,103,0.6
O=c1[nH]cc(-c2ccc(Br)cc2)n1Cc1ccccc1,96,-1.1
CCOc1cccc2sc(NC(=O)c3ccc(S(=O)(=O)N4CCCCC4)cc3)nc12,107,-0.1
O=C(O)/C=C/c1csc(-c2ccc(F)cc2)n1,101,-0.3
CCCCn1c(SCC(=O)Nc2ccc(F)cc2)nc2c(sc3ccccc32)c1=O,114,1.6
Cc1ccc(NC(=O)c2cc(C)on2)cc1,101,-0.1
CCCN1C(=N)C(c2nc3ccccc3s2)=C(O)C1c1ccccc1 (centres undefined),102,-0.1
CC1Sc2cc(S(=O)(=O)NCc3ccccc3)ccc2NC1=O (centres undefined),99,-0.8
COc1ccc(C=C2C(=O)N(C)C(=O)N(C)C2=O)cc1,101,-0.1
CC(C)Nc1nc(Cl)nc(NNC(=O)C(C)Oc2ccccc2)n1 (centres undefined),106,1.3
CC(=O)N1CCN(C2=Nc3cccc4cccc2c34)CC1,90,-1.2

# New compounds follow:
SMILES,Polio RdRp inh,Polio RdRp inh FP z-score
O=C(Nc1cccnc1)c1ncoc1-c1ccc2ccccc2c1,102,0.3
CC(C)(C)P(=Nc1ccc(Br)cc1)(N1CCOCC1)N1CCOCC1,102,0
CSc1ccc(CNC(=O)Cn2nc(N3CCN(c4ccccc4)CC3)ccc2=O)cc1,111,0.8
CC(C)Cn1cc(C(=O)N2CCN(c3cccc(Cl)c3)CC2)c2c3ccccc3n(C)c2c1=O,108,0.6
CCC1CN(C(=O)N2CCC(C(=O)NCc3ccco3)CC2)c2ccccc2O1 (centres undefined),109,0.4
COc1ccc(C2C(=O)N(C3CCC(C)CC3)CC(=O)N2Cc2ccc(C)cc2)cc1OC (centres undefined),105,-0.7
CCOc1ccc(CCNC(=O)CN2C(=O)COc3ccc(S(=O)(=O)N(CC)CC)cc32)cc1,100,-1.4
COc1ccc(CCNS(=O)(=O)c2ccc(C)cc2)cc1OC,100,0
CCc1ccccc1NC(=O)Cn1c(-c2nonc2N)nc2ccccc21,109,0.7
O=C(N/N=C/c1ccc[nH]1)c1cccc(Cl)c1,102,0.2
COc1ccc(-c2cc(C(F)(F)F)nc(SCC(=O)N(C)Cc3cn(C)nc3C)n2)cc1OC,101,-0.2
COc1ccc(C(=O)NCC(c2ccc3c(c2)OCO3)N2CCN(c3ccc(F)cc3)CC2)cc1 (centres undefined),111,0.8
CCOC(=O)N1CCC(NC(=O)c2ccc(Cn3c(=O)[nH]c4cc(OCC)c(OCC)cc4c3=O)cc2)CC1,99,-0.7
CCOc1ccc(C(CC(=O)Nc2cc(C)c(Cl)cc2OC)N2Cc3ccccc3C2=O)cc1OC (centres undefined),108,0.1
COc1ccc(C2NC(=O)NC(C)=C2C(=O)c2ccccc2)cc1OC (centres undefined),102,0
O=C(CSCc1cccc2ccccc12)Nc1ccc(C(F)(F)F)cc1,95,-1.5
CCOC(=O)c1c(N)sc(=S)c2c1CCC2,98,-1.2
C/S(=N\S(=O)(=O)c1ccc(Cl)cc1)c1ccccc1 (centres undefined),102,-0.2
CC(=O)OC(C(=O)NCc1ccc2c(c1)OCO2)c1ccccc1Cl (centres undefined),100,-0.4
C=CCN1C(=O)NC(=O)/C(=C/c2ccccc2OCc2ccc(F)cc2)C1=O,101,-0.2
CCS(=O)(=O)N1CCc2cc(C(=O)NCc3ccc(C)cc3)ccc21,108,0.1
CCN(CC)S(=O)(=O)c1ccc2c(c1)CCCN2C(=O)OC,104,1
